# Tat export inh = inhibitors of E. coli Tat protein transport; E. coli MC4100 TorA-mCherry Tat export, fluorescence; inhibition, % at 10 µM; actives 0.036% (n = 340,000); AID 488895;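 active means mean replicate inhibition at least 50% and at least half of replicates individually reaching 50%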;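 further: exported cargo escapes ClpAP degradation while cytoplasmic cargo is degraded and loses fluorescence; 0% = median of neutral control wells and 100% = median of NaSCN control wells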
# Mot1-301 SUMO = SUMOylation pathway inhibition by Mot1-301 growth rescue; S. cerevisiae Mot1-301 growth rescue, ATP luminescence, 38.5C; percent above DMSO median, 100 means doubled; growth rescue, % at 18.8 µM; actives 1% (n = 320,000); AID 2716;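 active means every valid replicate shows activation above 250% relative to neutral control wells; inactive means the rest, any valid replicate at or below 250%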;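 further: OY570 slx delta 5 strain wells were the positive control but not used for scaling; some compounds called inactive have numbers as strong as hits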
# AddAB inh = less growth of phage-infected E. coli with AddAB. E. coli expressing H. pylori AddAB, absorbance growth. inhibition, % at 11.9 µM. actives 0.29% (n = 330,000). AID 435030; in the data active means inhibition above about 12%;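 further: 0% = vehicle wells of infected cells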
# PfHsp90 yeast 2 = reduces growth (ATP signal) of yeast expressing P. falciparum Hsp90; S. cerevisiae expressing PfHsp90, BacTiter-Glo ATP, 48 h; yeast lacking PDR1 and PDR3 efflux regulators; inhibition, % at 9.4 µM; actives 0.32% (n = 310,000); AID 504621;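 active means every replicate shows inhibition above about 80%, whatever the replicate mean, limit read from the data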;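 further: 0% = DMSO neutral controls and 100% = 20 µM radicicol positive controls; yeast relying on Plasmodium falciparum Hsp90 in place of its own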
# PKA-R1A activ = activators of PKA-R1A complex. P00514+P68181. PKA-R1A dissociation, Cy5-IP20 fluorescence polarization; scaled: DMSO 0%, 113 µM cGMP 100%. activation, % at 11.4 µM. actives 0.083% (n = 340,000);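 active means percent activation above the mean of all tested compounds plus 3 SD, cut at about 19% in these data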;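 further: higher means more PKAc released from R1A so a rise in polarization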
# Arr AP2 block = human beta-arrestin and AP2 interaction inhibition. FITC-arrestin peptide / GST-AP2 beads, flow cytometry; AP2 beta2 appendage carries R879A mutation. inhibition, % at 10 µM. actives 0.31% (n = 340,000);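 active means inhibition above a set limit, near 3 SD of compounds lacking own fluorescence, cut at about 54% in these data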;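 further: plate controls were DMSO wells for no effect and 5 µM unlabelled arrestin peptide for full effect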
#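 Material – AP2 appendage R879A on GSH beads · Buffer or medium – PBS with 0.05% Tween 20 and 0.1% BSA · Probe or stimulus – fluorescein-tagged arrestin peptide at 50 nM final · Incubation – compound with beads 12 min RT, then probe 1 h RT · Detection – high-throughput flow cytometry of beads, ex 488, em 535 nm · Evaluation – percent response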
# DSG3 Ab inh = blocks pemphigus antibody binding to human desmoglein-3; P32926; DSG3-coupled beads, scFv-anti-DSG3-GFP binding, flow cytometry; active compounds read low; binding (percent of control), % at 10 µM; actives 0.48% (n = 310,000);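 active means binding more than 3 SD below its plate's average and above zero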;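 further: hits lower antibody fragment binding to DSG3; some compounds called inactive have numbers as strong as hits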
# Target sequence (P32926 whole entry, looked up, the tested form may be a part): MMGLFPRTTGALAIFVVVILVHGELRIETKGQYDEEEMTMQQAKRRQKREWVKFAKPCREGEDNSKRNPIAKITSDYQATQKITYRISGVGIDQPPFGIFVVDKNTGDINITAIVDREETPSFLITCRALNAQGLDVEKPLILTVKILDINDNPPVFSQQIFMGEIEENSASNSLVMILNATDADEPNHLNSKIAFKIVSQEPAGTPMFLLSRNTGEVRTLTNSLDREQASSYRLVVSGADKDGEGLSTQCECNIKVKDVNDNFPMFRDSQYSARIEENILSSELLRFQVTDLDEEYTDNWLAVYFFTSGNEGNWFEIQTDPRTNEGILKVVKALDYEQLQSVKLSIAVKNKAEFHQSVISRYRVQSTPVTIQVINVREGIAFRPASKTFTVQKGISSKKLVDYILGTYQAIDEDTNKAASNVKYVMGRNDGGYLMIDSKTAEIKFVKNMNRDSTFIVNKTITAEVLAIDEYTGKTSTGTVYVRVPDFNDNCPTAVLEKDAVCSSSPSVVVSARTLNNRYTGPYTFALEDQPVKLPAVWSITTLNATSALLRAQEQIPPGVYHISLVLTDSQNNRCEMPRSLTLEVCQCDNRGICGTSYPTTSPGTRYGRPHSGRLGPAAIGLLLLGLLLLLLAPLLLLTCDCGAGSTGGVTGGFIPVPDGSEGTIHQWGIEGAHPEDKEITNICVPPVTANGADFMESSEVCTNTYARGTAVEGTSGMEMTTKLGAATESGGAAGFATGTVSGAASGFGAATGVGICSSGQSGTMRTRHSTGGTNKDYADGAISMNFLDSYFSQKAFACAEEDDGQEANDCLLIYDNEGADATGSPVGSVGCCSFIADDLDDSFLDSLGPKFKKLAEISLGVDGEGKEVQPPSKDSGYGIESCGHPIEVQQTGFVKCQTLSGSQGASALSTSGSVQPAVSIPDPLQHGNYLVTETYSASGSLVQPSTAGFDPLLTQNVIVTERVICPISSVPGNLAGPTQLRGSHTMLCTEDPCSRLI
# OPRM1-OPRD1 inv = mu-delta opioid heterodimer inverse agonism. P35372+P41143. cell-based MOR-DOR heterodimer luminescence. inhibition, % at 9.3 µM. actives 0.21% (n = 340,000). AID 504357; in the data active means inhibition above about 22%, passing the limit was not always enough;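 further: 0% = cells with DMSO and 100% = wells without cells with DMSO; values of inactives mirror those of a sister screen read the other way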
# MOR-DOR ag = agonists of human mu-delta opioid receptor heterodimerization; activation, % at 9.3 µM; P35372+P41143; AID 504326; cells, OPRM1-OPRD1 heterodimerization, luminescence; actives 0.3% (n = 340,000); in the data active means activation above about 18%;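 further: 0% = vehicle-treated cells and 100% = reference agonist; values of inactives mirror those of a sister screen read the other way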
# phage Ecoli inh = E. coli growth loss with phage present; growth absorbance; inhibition, % at 11.9 µM; actives 0.26% (n = 360,000); AID 651602; in the data active means inhibition above about 11%
# E coli growth = bacterial growth inhibition, counter-screen for AddAB inhibitors | E. coli V3065 growth, OD600 absorbance, 18 h | inhibition, % at 11.9 µM | actives 0.27% (n = 330,000) | AID 449728;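 active means inhibition above the campaign's mean inhibition across all tested compounds plus 3 SD, cut at about 9.9% in these data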;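 further: uninfected addAB+ strain grown without phage in ampicillin broth; 0% = DMSO wells and 100% = ciprofloxacin 0.95 µg/ml wells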
# Starred values were filed as active, the others as inactive; x = no result given.
item	canonical_smiles	Tat export inh	Mot1-301 SUMO	AddAB inh	PfHsp90 yeast 2	PKA-R1A activ	Arr AP2 block	DSG3 Ab inh	OPRM1-OPRD1 inv	MOR-DOR ag	phage Ecoli inh	E coli growth
1	O=C(Cc1cccs1)NCc1ccccc1	0	8	1.6	16	-10	23	97	9	-1.6	1.1	0.2
2	Cc1ccc(CN2CCNC(=O)C2CC(=O)N(C)CCc2cnn(C)c2)cc1 (stereo not drawn)	-5	2	x	13	5	-21	106	14	-2.5	1.6	x
3	Cc1sc2nc3c(C(=O)N4CCCC4)cc(C(=O)c4ccccc4O)cn3c(=O)c2c1C	0	x	1.6	6	3	-18	94	18	-3.9	3.2	0.6
4	O=C(Cn1cccc1C(=O)c1ccccc1)NCc1ccccc1	9	-8	2.5	x	-10	-6	x	-4	0.8	-2.3	-0.4
5	CCC(=O)Nc1ccc2nc(C)n(CC(=O)Nc3ccccc3)c(=O)c2c1	0	8	-1.3	4	-8	10	106	5	-0.9	3.7	-4.0
6	CC(C)NC(=O)c1cnc(Sc2ncc(C(F)(F)F)cc2Cl)n1C	10	-4	2.7	-3	-8	8	x	1	-0.2	1.9	2.0
7	O=C(CN1C(=O)c2ccccc2S1(=O)=O)NC1CCCC1	19	-7	0.0	8	4	1	124	1	-0.1	0.8	-2.0
8	COc1ccc(C(=O)COC(=O)c2ccc3c(c2)NC(=O)CS3)c(OC)c1	-1	1	0.4	-24	-13	23	95	-18	2.6	2.9	-0.4
9	CC(C)CC(NC(=O)CNC(=O)C1O[C@@H]2OC(C)(C)O[C@@H]2[C@H]2OC(C)(C)O[C@@H]12)C(=O)O (stereo partly drawn)	4	11	-0.6	-13	17	6	99	-1	0.2	4.6	-0.1
10	CC(=O)c1cccc(NC(=O)COc2cc3oc(=O)c(CC(C)O)c(C)c3cc2Cl)c1 (stereo not drawn)	-3	190	1.3	-11	-10	16	94	1	-0.2	0.9	-2.6
11	COc1ccc(NC(=O)CSCC(=O)N2c3ccccc3CCc3ccccc32)cc1	13	0	2.0	-8	-9	-3	104	1	-0.2	0.6	1.8
12	Cc1cccnc1NC(=O)C(C)N1C(=O)c2ccccc2C1=O (stereo not drawn)	7	-5	-1.7	8	3	-1	110	1	-0.1	0.0	-1.2
13	Cc1nc2ncnn2c(C)c1Cc1cccc(F)c1	-12	-11	-1.6	1	-10	-18	109	5	-0.9	2.4	0.0
14	CCOC(=O)CSc1nnc(-c2cccc(Br)c2)o1	-4	5	3.2	2	-12	-5	104	-6	1.0	0.7	-1.3
15	COC(=O)CNC(=O)COC(=O)c1cc(F)c(F)cc1Cl	4	120	-0.3	-34	-1	3	96	9	-1.5	0.0	-2.2
16	COc1ccc(NC(=O)CSc2nnc3ccc(-c4cccnc4)nn23)c(OC)c1	1	-19	-1.1	-49	9	25	102	3	-0.5	2.1	0.2
17	COc1ncc(-c2ccc3c(c2)S(=O)(=O)c2cccc(C(=O)O)c2C3=O)cn1	-1	-3	-0.6	4	-3	34	106	15	-2.6	1.2	-1.4
18	COc1ccccc1C(=O)NC(=S)/C=C1/N(C)c2ccccc2C1(C)C	-3	-11	-1.7	-3	-13	16	96	8	-1.5	0.4	-0.3
19	CC(=O)Nc1ccc(S(=O)(=O)Nc2ccc(N3CCOCC3)cc2)cc1	-4	3	1.0	-11	-10	13	106	-12	2.1	2.3	3.4
20	COc1ccc(N(C(=O)c2ccc(Br)o2)C2C=CS(=O)(=O)C2)cc1 (stereo not drawn)	-1	47	0.4	-2	-2	5	95	6	-1.0	1.7	0.7
21	CN1CCN(C(=O)c2cccc(-c3cc(O)c4ncccc4c3)c2)CC1	25	3	4.3	21	1	1	106	-11	1.9	6.1	-0.7
22	CCCC1OC(c2cc3c(cc2Cl)OCO3)OCC1CC (stereo not drawn)	-3	x	x	x	2	4	97	-25	4.7	-0.2	x
23	CCOC(=O)/C(C#N)=C/c1c(N2CCN(Cc3ccc4c(c3)OCO4)CC2)nc2c(C)cccn2c1=O	2	56	4.7	-4	x	6	88	x	x	-0.3	-2.9
24	Cc1nn(-c2ccccn2)c(N)c1N=O	6	40	2.8	-10	4	12	x	9	-1.8	-0.7	-1.1
25	O=C(NCC(c1cccs1)N1CCOCC1)C1CCN(S(=O)(=O)c2cccc(C(F)(F)F)c2)CC1 (stereo not drawn)	-1	3	-0.1	3	0	3	107	2	-0.2	2.2	0.3
26	CCN(CC)c1ccc(NC(=O)CSc2nc3ccccc3c(=O)[nH]2)cc1	6	5	5.6	22	-1	-1	x	10	-2.5	1.4	1.1
27	N#CC1=C(SCC(=O)Nc2nccs2)NC(=O)CC1c1ccccc1 (stereo not drawn)	-1	-8	-1.5	-4	1	-13	105	5	-0.9	3.1	-1.7
28	OCCC1CN(Cc2ccccc2-c2ccco2)CCN1Cc1ccccc1 (stereo not drawn)	4	-9	1.8	-7	-3	12	116	-82	16	0.2	-1.1
29	COc1ccc(CCNC(=O)c2cc(S(=O)(=O)N(C)c3ccccc3)ccc2Cl)cc1	5	5	2.4	-50	-3	3	102	-8	1.9	3.7	0.3
30	CCN(CC(=O)NCc1ccc(Cl)cc1)C(=O)c1oc2ccccc2c1C	6	-2	0.3	12	-5	1	90	6	-0.9	1.4	0.9
31	O=C1SC(SCc2ccccc2)=N/C1=C\c1ccco1	3	-15	0.5	-19	3	7	99	-3	0.6	1.7	-0.8
32	CCOC(=O)CCN(c1ccccc1)S(=O)(=O)c1ccc(-c2ccc(=O)[nH]n2)s1	-4	588*	1.5	2	6	4	108	-4	0.7	0.9	-2.5
33	Cc1ccc(NCc2ccccc2O)c(C)c1	-5	-6	0.9	6	-8	-6	98	5	-1.0	3.6	-0.4
34	CCCN(C1CCS(=O)(=O)C1)S(=O)(=O)c1cc(OC)ccc1OC (stereo not drawn)	3	-9	0.4	-2	-4	17	112	9	-2.0	1.8	0.3
35	COc1cc2c(C)nc(C)c(C#N)c2cc1OC	-9	336	1.2	29	-3	13	92	2	-0.4	4.1	-0.8
36	CCCCc1ccc(NC(=O)Nc2cc(C)nn2C)cc1	7	-18	1.2	8	-2	7	92	3	-0.5	x	-1.0

# From compound 26 to 36, as listed above:
item	canonical_smiles	Tat export inh	Mot1-301 SUMO	AddAB inh	PfHsp90 yeast 2	PKA-R1A activ	Arr AP2 block	DSG3 Ab inh	OPRM1-OPRD1 inv	MOR-DOR ag	phage Ecoli inh	E coli growth
26	CCN(CC)c1ccc(NC(=O)CSc2nc3ccccc3c(=O)[nH]2)cc1	6	5	5.6	22	-1	-1	x	10	-2.5	1.4	1.1
27	N#CC1=C(SCC(=O)Nc2nccs2)NC(=O)CC1c1ccccc1 (stereo not drawn)	-1	-8	-1.5	-4	1	-13	105	5	-0.9	3.1	-1.7
28	OCCC1CN(Cc2ccccc2-c2ccco2)CCN1Cc1ccccc1 (stereo not drawn)	4	-9	1.8	-7	-3	12	116	-82	16	0.2	-1.1
29	COc1ccc(CCNC(=O)c2cc(S(=O)(=O)N(C)c3ccccc3)ccc2Cl)cc1	5	5	2.4	-50	-3	3	102	-8	1.9	3.7	0.3
30	CCN(CC(=O)NCc1ccc(Cl)cc1)C(=O)c1oc2ccccc2c1C	6	-2	0.3	12	-5	1	90	6	-0.9	1.4	0.9
31	O=C1SC(SCc2ccccc2)=N/C1=C\c1ccco1	3	-15	0.5	-19	3	7	99	-3	0.6	1.7	-0.8
32	CCOC(=O)CCN(c1ccccc1)S(=O)(=O)c1ccc(-c2ccc(=O)[nH]n2)s1	-4	588*	1.5	2	6	4	108	-4	0.7	0.9	-2.5
33	Cc1ccc(NCc2ccccc2O)c(C)c1	-5	-6	0.9	6	-8	-6	98	5	-1.0	3.6	-0.4
34	CCCN(C1CCS(=O)(=O)C1)S(=O)(=O)c1cc(OC)ccc1OC (stereo not drawn)	3	-9	0.4	-2	-4	17	112	9	-2.0	1.8	0.3
35	COc1cc2c(C)nc(C)c(C#N)c2cc1OC	-9	336	1.2	29	-3	13	92	2	-0.4	4.1	-0.8
36	CCCCc1ccc(NC(=O)Nc2cc(C)nn2C)cc1	7	-18	1.2	8	-2	7	92	3	-0.5	x	-1.0

# Later entries.
item	canonical_smiles	Tat export inh	Mot1-301 SUMO	AddAB inh	PfHsp90 yeast 2	PKA-R1A activ	Arr AP2 block	DSG3 Ab inh	OPRM1-OPRD1 inv	MOR-DOR ag	phage Ecoli inh	E coli growth
37	Cc1ccc(C)c(NC(=O)c2cc(S(=O)(=O)N3CCCCC3)c[nH]2)c1	1	94	0.6	-2	-4	5	105	-1	0.1	2.7	1.2
38	CCc1ccc(C(=O)Nc2cc(S(=O)(=O)N3CCOCC3)ccc2N2CCOCC2)cc1	-2	6	0.3	1	-12	-11	x	21	-5.5	-1.5	-1.4
39	Cn1c(N)c(C(=O)CSc2nc3ccccc3c(=O)n2CCCN2CCOCC2)c(=O)n(C)c1=O	10	x	-0.3	-11	-2	8	101	0	0.1	4.4	-2.1
40	COc1ccc(Cl)cc1S(=O)(=O)N1CCCC(C(=O)NCc2ccccn2)C1 (stereo not drawn)	1	-4	2.6	-5	2	-4	x	8	-1.4	1.8	0.9
41	CCCC(=O)N(Cc1cc(=O)[nH]c2ccccc12)c1ccc(C)cc1	-16	52	-0.5	-6	0	-16	102	13	-2.7	0.6	1.6
42	COc1ccc(C(=O)OCC(=O)Nc2cc(S(=O)(=O)N3CCOCC3)ccc2N2CCCC2)cc1	-2	10	-2.5	27	-6	-5	101	1	-0.3	2.0	1.5
43	Cc1nc(-c2cccc(C(F)(F)F)c2)sc1C(=O)O	-3	56	3.5	11	1	0	84	13	-2.0	1.8	2.3
44	CC(Sc1nnnn1-c1ccccc1)C(=O)Nc1ccc(N2CCN(C)CC2)cc1 (stereo not drawn)	6	24	2.5	-1	7	9	98	16	-3.1	-0.4	0.8
45	CN(CCc1cnn(C)c1)C(=O)C1CCC(=O)N(CC2CCCCC2)C1 (stereo not drawn)	-1	-7	3.2	2	-1	29	104	1	-0.4	2.7	1.9
46	CN(c1ccccc1)S(=O)(=O)c1ccc(C(=O)OCC(=O)NCc2ccco2)cc1	0	-9	2.4	-1	-1	-4	101	19	-4.0	1.7	-1.6
47	Cc1ccc2nc(C3CCN(CC(=O)N4CCCCCC4)CC3)[nH]c2c1	4	-12	0.5	-31	3	-10	110	5	-0.9	0.7	-2.0

# Results in sequence from the list.
# PfHsp90 yeast 2 for nos. 37 to 47, in order: -2, 1, -11, -5, -6, 27, 11, -1, 2, -1, -31

# Assay outcomes as filed in PubChem BioAssay.
